Source: PubChem BioAssay (Sanford-Burnham Center for Chemical Genomics)
ATG4B inh: ATG4B protease inhibitors, primary screen, biochemical, fluorescence, uHTS; Cysteine protease ATG4B (Homo sapiens), Q9Y4P1; ATG4B cleavage of LC3-PLA2, NBD-HPC fluorescence, 1 h; inhibition, % at 8.33 µM; actives 0.51% (n = 340,000); in the data active = inhibition above about 40%
Target sequence (Q9Y4P1 whole entry, looked up): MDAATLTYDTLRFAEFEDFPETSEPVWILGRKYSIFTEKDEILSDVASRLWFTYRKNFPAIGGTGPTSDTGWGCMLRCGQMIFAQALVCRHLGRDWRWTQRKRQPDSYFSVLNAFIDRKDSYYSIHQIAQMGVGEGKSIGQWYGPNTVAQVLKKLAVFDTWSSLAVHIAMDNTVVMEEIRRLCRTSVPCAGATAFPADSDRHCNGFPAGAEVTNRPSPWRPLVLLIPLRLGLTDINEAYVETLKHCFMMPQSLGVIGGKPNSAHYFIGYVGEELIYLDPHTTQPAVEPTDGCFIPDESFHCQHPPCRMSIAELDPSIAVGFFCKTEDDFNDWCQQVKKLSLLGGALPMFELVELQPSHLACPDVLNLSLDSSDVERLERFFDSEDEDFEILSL
* = called active by the depositor; & = joins results of further samples. Some of the compounds tested (hit frequency here may not be typical).

How did CN1CCc2cc3c(cc2C1)OCO3 do in these assays?
ATG4B inh: 6.1

What do the screens show for `COP(=S)(OC)Oc1ccc(Sc2ccc(OP(=S)(OC)OC)cc2)cc1`?
ATG4B inh: -8.1

How did CCCCOC(=O)c1ccccc1N do in these assays?
ATG4B inh: -0.2

How did O=C(O)c1cccc2c1NC(C(=O)O)C1CC(Sc3ccccc3[N+](=O)[O-])C(Cl)C21 (configuration not stated) do in these assays?
ATG4B inh: 32.5

How did CCOP(=O)(CCP(=O)(OCC)OCC)OCC.C[CH2][Sn]([Cl])([Cl])[CH2]C do in these assays?
ATG4B inh: -4.8

What do the screens show for `Cc1ccc2c(c1)NP(=S)(Oc1ccccc1)N2` (configuration not stated)?
ATG4B inh: -9.8

What do the screens show for `CC(C)(C)N1CC(C(=O)c2ccccc2)C1c1ccccc1` (configuration not stated)?
ATG4B inh: 9.2

How did CC(N)Cc1c[nH]c2ccc(O)cc12 (configuration not stated) do in these assays?
ATG4B inh: 2.4

Results for CC(C)(C)C(=O)C(Oc1ccc(Cl)cc1)n1cncn1 (configuration not stated) ?
ATG4B inh: -2.1

How did CCCCC1(CCO)C(=O)NC(=S)NC1=O do in these assays?
ATG4B inh: -6.8

Results for O=C(Nc1ccccc1)N1Cc2ccccc2-n2nncc2C1 ?
ATG4B inh: 5.7

How did COC1=C[C@@H]2[C@@H]3Cc4ccc(OC)c(O)c4[C@]2(CCN3C)CC1=O do in these assays?
ATG4B inh: 4.9

Results for CN1CN(c2ccccc2)C2(CCN(CCCSc3ccccc3NC(=O)/C=C/c3ccccc3)CC2)C1=O ?
ATG4B inh: 5.1

Results for c1ccc2c(c1)cc1ccc3cccc4ccc2c1c34 ?
ATG4B inh: -0.8

How did CC12CC1(C)C(=O)N(c1cc(Cl)cc(Cl)c1)C2=O (configuration not stated) do in these assays?
ATG4B inh: 8.1

What do the screens show for `O=[As](O)(O)c1ccc(N=Nc2ccc(O)cc2)cc1`?
ATG4B inh: 4.6

Results for CC1=CC(C)CC(C)OC(=O)CC(c2ccc(O)cc2)NC(=O)C(Cc2c(Br)[nH]c3ccccc23)N(C)C(=O)C(C)NC(=O)C(C)C1 (configuration not stated) ?
ATG4B inh: -29.2

Results for CCOC(=O)C1=C(NC(=S)NC(=O)c2ccccc2)c2ccccc2CC12CCCC2 ?
ATG4B inh: 7.9

What do the screens show for `COc1cc(C=C2C(=O)NC(=O)NC2=O)ccc1OCc1ccc([N+](=O)[O-])cc1`?
ATG4B inh: -3.5

Results for CN1OC[C@@H]2CN[C@H](c3ccccc3Br)C[C@@H]21 ?
ATG4B inh: -9.7

Results for O=C1NC(=O)C2(CCN(c3ccccc3)CC2)C(=O)N1 ?
ATG4B inh: -1.5

What do the screens show for `NP(=O)(Nc1ccccc1)Nc1ccccc1`?
ATG4B inh: -2.8

Results for CC1C(=O)OC2CCN3CC4OC4(COC(=O)C(C)(O)C1(C)O)C23 (configuration not stated) ?
ATG4B inh: -3.5

Results for C[C@]12CCC3C(CC[C@H]4C[C@H](O)CC[C@]34C)C1C[C@H](O)[C@H]2O (some centres not stated) ?
ATG4B inh: -7.3

Results for CSc1nc(Cl)c(Br)c(N2CC2)n1 ?
ATG4B inh: -5.6

What do the screens show for `CC1([N+](=O)[O-])COP(=O)(Nc2ccc(F)cc2)OC1` (configuration not stated)?
ATG4B inh: -5.1

What do the screens show for `CN(C(=O)Oc1cccc2ccccc12)C1C=CCC1` (configuration not stated)?
ATG4B inh: 4.4

What do the screens show for `ClCCN(CCCl)c1ccc(C=NNc2ncccn2)cc1`?
ATG4B inh: -3.1

How did O=C(c1ccccc1)C(CN1CCCC1)c1ccccc1 (configuration not stated) do in these assays?
ATG4B inh: -1.6

Results for CC[C@@H](O)C[C@H]1CCC[C@@]2(C[C@@H]3OC(=O)/C=C/[C@@](C)(O)[C@@H](O)[C@H](C)[C@@H](O)[C@H](OC4CCC(N(C)C)C(C)O4)[C@@H](O)[C@](C)(O)CCCCC/C=C/[C@@H]4CC(C)(C)O[C@@]4(O)C[C@H](O2)[C@H]3C)O1 (some centres not stated) ?
ATG4B inh: -6.7

Results for CCCC(C)CC1(CCO)C(=O)NC(=S)NC1=O (configuration not stated) ?
ATG4B inh: -5.0

How did NCCc1cc(O)c(O)cc1O do in these assays?
ATG4B inh: -2.6&0.1

How did CC1=CC2OC3CC4OC(=O)C=CC=CC(=O)OCCC(C)C(O)C(=O)OCC2(CC1O)C4(C)C31CO1 (configuration not stated) do in these assays?
ATG4B inh: -0.4

What do the screens show for `C[C@]12CCC3C(CC[C@H]4[C@@H](O)[C@H](O)CC[C@]34C)C1CCC2=O` (some centres not stated)?
ATG4B inh: 5.0

How did S=P(NCCSCc1ccccc1)(N1CC1)N1CC1 do in these assays?
ATG4B inh: -14.9

What do the screens show for `CCOP(=O)(NC(C)C)Oc1ccc(SC)c(C)c1` (configuration not stated)?
ATG4B inh: -18.1

Results for CC1(CCO)C(=O)NC(=S)NC1=O ?
ATG4B inh: -4.2

Results for COc1ccc(CN2CCN(C(=O)COc3cccc(C)c3)CC2)c(OC)c1 ?
ATG4B inh: -1.3

What do the screens show for `CC(=O)OC(C)(C)/C=C/C(=O)C(C)(O)C1C(O)CC2(C)C3CC=C4C(CC(O)C(=O)C4(C)C)C3(C)C(=O)CC12C` (configuration not stated)?
ATG4B inh: -8.2

Results for CN1C(=O)C(Cc2ccccc2)C(=O)N(C)C1=O ?
ATG4B inh: -6.0

What do the screens show for `COc1ccccc1C=C1C(=O)NC(=S)NC1=O`?
ATG4B inh: -9.3

What do the screens show for `CC12CCC3C(CCC4(O)CC(O)CCC34C=O)C1(O)CCC2C1=CC(=O)OC1` (configuration not stated)?
ATG4B inh: -13.2

Results for CC[C@H]1CN2CCC1C[C@@H]2[C@H](O)c1ccnc2ccc(OC)cc12 (some centres not stated) ?
ATG4B inh: -3.1

Results for N#CC1c2ccccc2-n2nncc2CN1S(=O)(=O)c1ccccc1 (configuration not stated) ?
ATG4B inh: 1.1

What do the screens show for `O=C1NC(=O)N(Cc2ccccc2)C(=O)C1Cc1ccccc1` (configuration not stated)?
ATG4B inh: 2.0

How did O=P(Oc1ccccc1)(Oc1ccccc1)N1CCOCC1 do in these assays?
ATG4B inh: -6.3

How did O=P(Oc1ccccc1)(N1CCOCC1)N1CCOCC1 do in these assays?
ATG4B inh: 1.2

Results for COCCCNP1(=O)OCC(C)([N+](=O)[O-])CO1 (configuration not stated) ?
ATG4B inh: -0.9

Six records drawn at random from those above:
Results for CN1C(=O)C(Cc2ccccc2)C(=O)N(C)C1=O ?
ATG4B inh: -6.0

What do the screens show for `COc1ccccc1C=C1C(=O)NC(=S)NC1=O`?
ATG4B inh: -9.3

Results for N#CC1c2ccccc2-n2nncc2CN1S(=O)(=O)c1ccccc1 (configuration not stated) ?
ATG4B inh: 1.1

What do the screens show for `O=C1NC(=O)N(Cc2ccccc2)C(=O)C1Cc1ccccc1` (configuration not stated)?
ATG4B inh: 2.0

Results for COc1ccc(CN2CCN(C(=O)COc3cccc(C)c3)CC2)c(OC)c1 ?
ATG4B inh: -1.3

Results for CC[C@H]1CN2CCC1C[C@@H]2[C@H](O)c1ccnc2ccc(OC)cc12 (some centres not stated) ?
ATG4B inh: -3.1

More records follow:
How did CCC1(CC(C)C)C(=O)NC(=S)NC1=O do in these assays?
ATG4B inh: -0.7

Results for Cc1cccc(NP2(=O)NCCCN2)c1 ?
ATG4B inh: -3.3

How did CCOC(=O)[C@]12Cc3cc(Cl)ccc3[C@H]1N(Cc1ccccc1)C(=O)c1ccccc12 do in these assays?
ATG4B inh: -1.4

Results for COc1ccc(NP2(=O)OCC(C)(N)CO2)cc1 (configuration not stated) ?
ATG4B inh: 0.0

What do the screens show for `O=[N+]([O-])/C=C/c1c(Cl)cccc1Cl`?
ATG4B inh: 6.1

How did CC12C=CC(=O)C=C1CCC1C2C(O)CC2(C)C1CCC2(C)O (configuration not stated) do in these assays?
ATG4B inh: -3.0

Results for CCOC(=O)[C@]12Cc3cc(OC)c(OC)cc3[C@H]1N(Cc1ccccc1)C(=O)c1ccccc12 ?
ATG4B inh: 6.4

What do the screens show for `COc1ccc(-c2cc(=NCCCCCC(=O)O)c3cc(C)ccc3o2)cc1`?
ATG4B inh: -3.9&-3.1

What do the screens show for `OC(CNCc1ccccc1)c1ccc(Cl)cc1` (configuration not stated)?
ATG4B inh: -3.7

What do the screens show for `C=CCC1(Cc2ccsc2)C(=O)NC(=O)NC1=O`?
ATG4B inh: 5.3

Results for Cc1nc2cc(-c3ccc(Cl)cc3)nn2c(C)c1CCC(=O)N1CCC2(CC1)OCCO2 ?
ATG4B inh: -11.1

Results for O=C(CCN1CC2CCC(CC2)C1)c1cccs1 ?
ATG4B inh: 1.7

What do the screens show for `C[N+](C)(C)CC1CCCC(C[N+](C)(C)C)C1=O` (configuration not stated)?
ATG4B inh: -2.0

What do the screens show for `CCOC(=O)C1(c2ccccc2)CCN(CC(O)c2ccc(NC(C)=O)cc2)CC1` (configuration not stated)?
ATG4B inh: -4.0

Results for COc1ccc(/C=C/C=C2C(=O)NC(=S)NC2=O)cc1 ?
ATG4B inh: -5.3

How did CC(=O)C1CCC2C3CCC4CC(O)CCC4(C)C3C(=O)CC12C (configuration not stated) do in these assays?
ATG4B inh: -11.9

How did NC(=O)c1cc([N+](=O)[O-])cc([N+](=O)[O-])c1 do in these assays?
ATG4B inh: -6.5

What do the screens show for `CC1NC(=O)NC(=O)C1Br` (configuration not stated)?
ATG4B inh: -1.4

What do the screens show for `O=c1[nH]c(O)c(N=Nc2cc([N+](=O)[O-])ccc2O)c(=O)[nH]1`?
ATG4B inh: -4.7

How did Cn1cccc1/C=C1\C(=O)NC(=O)N(CCC2=CCCCC2)C1=O do in these assays?
ATG4B inh: -2.0

What do the screens show for `CC(=O)N1Cc2cnnn2-c2ccccc2C1(C#N)Cc1ccccc1` (configuration not stated)?
ATG4B inh: -3.8

How did CCN(CC)c1ccc(N=Cc2c(O)n(CCc3ccc(OC)c(OC)c3)c(=O)[nH]c2=O)cc1 do in these assays?
ATG4B inh: 7.6

Results for CCC1(CCC(C)C)C(=O)NC(=S)NC1=O ?
ATG4B inh: 4.0

What do the screens show for `COc1cc(/C=C2\C(=O)NC(=O)N(c3ccccc3)C2=O)c([N+](=O)[O-])cc1OC`?
ATG4B inh: -1.5

Grouped by structure, the compounds so far with bromine.
Results for CC1=CC(C)CC(C)OC(=O)CC(c2ccc(O)cc2)NC(=O)C(Cc2c(Br)[nH]c3ccccc23)N(C)C(=O)C(C)NC(=O)C(C)C1 (configuration not stated) ?
ATG4B inh: -29.2

Results for CN1OC[C@@H]2CN[C@H](c3ccccc3Br)C[C@@H]21 ?
ATG4B inh: -9.7

Results for CSc1nc(Cl)c(Br)c(N2CC2)n1 ?
ATG4B inh: -5.6

What do the screens show for `CC1NC(=O)NC(=O)C1Br` (configuration not stated)?
ATG4B inh: -1.4

(continued)
How did c1ccc2sc(C3CCNCC3)nc2c1 do in these assays?
ATG4B inh: -2.4

How did CCOP(=S)(OCC)Oc1ccc2c(C)c(Cl)c(=O)oc2c1 do in these assays?
ATG4B inh: -8.2

Results for O=C1NC(=O)C(Nc2ccc(Cl)c(Cl)c2)C(=O)N1 ?
ATG4B inh: 3.9

Results for CC12CCC3C(CCCC4CC(=O)CCC43C)C1CCC2O (configuration not stated) ?
ATG4B inh: -10.3

Results for N#CC1c2ccccc2-n2nncc2CN1S(=O)(=O)c1cc(Cl)cc(Cl)c1 (configuration not stated) ?
ATG4B inh: -5.4

How did N#Cc1ncc(N=Cc2ccc(N(CCCl)CCCl)cc2)s1 do in these assays?
ATG4B inh: -8.8

What do the screens show for `CC(=O)NC1=C(N2CC2C)C(=O)C(NC(C)=O)=C(N2CC2C)C1=O` (configuration not stated)?
ATG4B inh: -0.7

What do the screens show for `CCOC(=O)[C@]12Cc3cc(OC)ccc3[C@H]1N(Cc1ccccc1)C(=O)c1ccccc12`?
ATG4B inh: 5.8

Results for CC12CC(=O)C3C(CCC4CC=CCC43C)C1CCC2=O (configuration not stated) ?
ATG4B inh: -4.8

How did CC1CCOC(=O)C=CC=CC(=O)OC2CC3OC4C5OC5(C)C(O)CC4(COC(=O)C1O)C2(C)C31CO1 (configuration not stated) do in these assays?
ATG4B inh: 0.6

What do the screens show for `COc1cc2c(cc1OC)C1C(=O)c3ccc4c(c3OC1CO2)CC(C(C)C)O4` (configuration not stated)?
ATG4B inh: 1.2

How did O=C1NC(=O)N(c2ccccc2)C(=O)/C1=C/c1ccc(Sc2ccccc2)o1 do in these assays?
ATG4B inh: 11.7

Results for CCOC(=O)c1cc2c(cn1)[C@H](CCO)NC2 ?
ATG4B inh: 3.8

Results for CC1([N+](=O)[O-])COP(=O)(Nc2ccccc2F)OC1 (configuration not stated) ?
ATG4B inh: -1.6

How did O=C1NC(=O)C(=Cc2ccco2)C(=O)N1 do in these assays?
ATG4B inh: 0.7

Results for O=C(CF)N(O)c1ccc(C=Cc2ccccc2)cc1 ?
ATG4B inh: -5.8

What do the screens show for `O=[N+]([O-])c1oc2ccc3ccccc3c2c1CCO`?
ATG4B inh: 6.2

Results for CCCOC(=O)C1C2CCC(O2)C1C(=O)O (configuration not stated) ?
ATG4B inh: 2.8

Results for Oc1ccc(O)c2c1C1(Cl)C(Cl)=C(Cl)C2(Cl)C1(Cl)Cl ?
ATG4B inh: 17.6

Results for Cc1ccc(C(=O)N2CC2C)cc1 (configuration not stated) ?
ATG4B inh: -6.5
